# From PubChem
# ROS inducer: raises reactive oxygen species in U2OS cancer cells. U2OS ROS induction, H2DCF-DA fluorescence. 46,000 compounds, 2% hits. ROS induction (% of piperlongumine), % at 10 µM; in the data active means ROS induction above about 79%, passing the limit was not always enough; inconclusive means no clear call, values can overlap the other calls;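 further: 0% = DMSO vehicle median and 100% = reference compound median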
# * = called active by the depositor; ? = inconclusive. An excerpt. The share of hits here may be higher or lower than overall.
SMILES,ROS inducer
COc1c2ccoc2nc2c(OC)c(OC[C@@H](O)C(C)(C)O)ccc12,12.9
C[C@@H]1CCCCO[C@@H](CN(C)C(=O)Nc2ccc(C(F)(F)F)cc2)[C@@H](C)CN([C@H](C)CO)C(=O)c2cc(NC(=O)Nc3ccc(C(F)(F)F)cc3)ccc2O1,15.0
C[C@H](CO)N1C[C@H](C)[C@@H](CN(C)Cc2ccc(C(=O)O)cc2)Oc2c(NS(=O)(=O)c3cn(C)cn3)cccc2C1=O,-6.7
C[C@H]1CN([C@@H](C)CO)C(=O)Cc2cc(NS(C)(=O)=O)ccc2O[C@H]1CN(C)Cc1ccc(-c2ccccc2)cc1,70.4
Cc1onc(-c2ccccc2Cl)c1C(=O)NCc1ccc(N2CCCC2=O)cc1,-3.2
CC(C)NC(=O)N(C)C[C@H]1Oc2ccc(NC(=O)Cc3ccccc3)cc2C(=O)N([C@H](C)CO)C[C@H]1C,-4.6
COc1ccc(NC(=O)N(C)C[C@H]2Oc3ccc(NS(=O)(=O)c4ccc(OC)cc4)cc3C(=O)N([C@H](C)CO)C[C@@H]2C)cc1,-5.3
CCCC1=CC(=O)C(O)C1O (stereo not drawn),-7.0
C[C@@H]1CN([C@@H](C)CO)C(=O)CCCn2nncc2CO[C@H]1CN(C)C(=O)Nc1ccc(C(F)(F)F)cc1,2.0
O=C(N[C@H](CO)[C@H](O)c1ccc([N+](=O)[O-])cc1)C(Cl)Cl,-2.8
CCCC(O)C#Cc1cnc2c(c1)C(=O)N([C@H](C)CO)C[C@H](C)[C@H](CN(C)C(=O)NC1CCCCC1)O2 (stereo partly drawn),-5.8
Cc1ccc(S(=O)(=O)Nc2ccc3c(c2)CC(=O)N([C@@H](C)CO)C[C@@H](C)[C@@H](CN(C)Cc2ccc(C(=O)Nc4ccccc4N)cc2)O3)cc1,53.3
C[C@@H]1CN([C@@H](C)CO)C(=O)c2cccc(NC(=O)c3cnccn3)c2O[C@H]1CN(C)Cc1ccc(Cl)c(Cl)c1,87.1*
C[C@@H]1CN([C@H](C)CO)C(=O)c2cc(NS(=O)(=O)c3ccc(Cl)cc3)ccc2O[C@H]1CN(C)Cc1ccc(C(F)(F)F)cc1,0.7
CCOC(=O)c1oc2cc(O)c(CC)cc2c(=O)c1-c1ccc2c(c1)OCCO2,35.7
C[C@@H]1CN([C@@H](C)CO)C(=O)c2cccc(NC(=O)Nc3ccc4c(c3)OCO4)c2O[C@@H]1CN(C)Cc1ccc(-c2ccccc2)cc1,20.4
C[C@@H]1CN([C@H](C)CO)C(=O)c2cc(NC(=O)Cc3cn(C)c4ccccc34)ccc2O[C@H]1CN(C)Cc1ccc(C(=O)O)cc1,-12.7
C[C@@H]1CN([C@H](C)CO)C(=O)c2cccc(NC(=O)Nc3cccc4ccccc34)c2O[C@@H]1CN(C)S(=O)(=O)c1cn(C)cn1,-3.8
CC(Oc1ccc(Cl)cc1Cl)C(=O)NC(=S)Nc1cccc(NC(=O)c2cccs2)c1 (stereo not drawn),10.4
C[C@@H]1CN([C@H](C)CO)C(=O)Cc2cc(NC(=O)CCN3CCOCC3)ccc2O[C@@H]1CN(C)Cc1ccc(Oc2ccccc2)cc1,87.5*
CCOC(=O)c1nc(C)nc(Sc2n[nH]c(-c3cc(C(F)(F)F)cc(C(F)(F)F)c3)n2)c1C,17.7
Cc1noc(C)c1NC(=O)N(C)C[C@H]1Oc2ccc(NS(=O)(=O)c3cccs3)cc2C(=O)N([C@H](C)CO)C[C@H]1C,3.0
COc1ccc(S(=O)(=O)N(C)C[C@@H]2Oc3ccc(NC(=O)Nc4c(C)noc4C)cc3C(=O)N([C@@H](C)CO)C[C@H]2C)cc1,-7.5
O=C(CSc1ncc(-c2ccccc2)nn1)c1ccc(Br)cc1,14.7
COc1cc(OC)cc(-c2nnc(SCC(=O)Nc3ccc(I)cc3)o2)c1,15.7
CCOC(=O)c1cnn(-c2ccccc2)c1NC(=O)C(C)(C)C,8.3
COc1ccc(S(=O)(=O)N(C)C[C@@H]2Oc3c(NC(=O)NC(C)C)cccc3C(=O)N([C@@H](C)CO)C[C@@H]2C)cc1,2.8
CCCc1c(C(=O)O)c(O)cc2c1C(=O)c1c(O)cccc1C2=O,-1.3
O=C(Cn1c(=O)oc2cc(S(=O)(=O)NCc3ccccc3)ccc21)Nc1ccc(F)cc1,-5.4
CCOC(=O)N1CCN(C(=O)C2COc3ccccc3O2)CC1 (stereo not drawn),-14.3
COc1ccccc1C1C(C(=O)Nc2ccccc2F)=C(C)NC2=C1C(=O)CCC2 (stereo not drawn),6.3
Cc1noc(C)c1NC(=O)Nc1ccc2c(c1)C(=O)N([C@@H](C)CO)C[C@H](C)[C@@H](CN(C)S(=O)(=O)c1ccccc1)O2,-10.8
Cc1noc(C)c1NC(=O)Nc1ccc2c(c1)C(=O)N([C@@H](C)CO)C[C@H](C)[C@H](CN(C)C(=O)Nc1ccc(C(F)(F)F)cc1)O2,1.0
CC(C)(C)c1cc(O)c(C(C)(C)C)cc1O,-4.5
C[C@H](CO)N1C[C@H](C)[C@@H](CN(C)S(=O)(=O)c2cn(C)cn2)Oc2c(NC(=O)c3cnccn3)cccc2C1=O,-5.8
O=C(NCc1cccnc1)/C(=C\c1cccc(Oc2ccccc2)c1)S(=O)(=O)c1ccccc1,-34.0
Cc1ccc(S(=O)(=O)c2[nH]nc3ccc(Cl)cc23)cc1,3.5
C[C@@H]1CN([C@H](C)CO)C(=O)c2cc(NC(=O)Cc3ccccc3)ccc2O[C@H]1CN(C)Cc1ccncc1,-3.3
C[C@@H]1CN([C@@H](C)CO)C(=O)c2cc(NC(=O)CCCN(C)C)ccc2O[C@H]1CN(C)S(C)(=O)=O,-2.8
CCN1CCN(c2c(Cl)cccc2NC(=O)COc2ccc(OC)cc2)CC1,9.2
C[C@@H]1CN([C@@H](C)CO)C(=O)c2cccc(NC(=O)c3ccncc3)c2O[C@@H]1CN(C)S(C)(=O)=O,-10.7
OC(COc1ccc(F)cc1)(c1ccc(Cl)cc1)c1ccc(Cl)cc1,7.0
Cc1ccccc1NC(=O)C1CCN(C(=O)c2cc3sccc3n2Cc2ccc(F)cc2)CC1,0.7
Cc1ccc(NC(=O)CCn2nnc(-c3ccc(OCc4ccccc4F)cc3)n2)cc1C,-0.1
Cc1ccc(NC(=O)COc2ccccc2C)c([N+](=O)[O-])c1,3.3

# Reprinted at random: two compounds from above, in no set order.
SMILES,ROS inducer
C[C@@H]1CN([C@H](C)CO)C(=O)c2cc(NC(=O)Cc3ccccc3)ccc2O[C@H]1CN(C)Cc1ccncc1,-3.3
C[C@@H]1CN([C@@H](C)CO)C(=O)c2cc(NC(=O)CCCN(C)C)ccc2O[C@H]1CN(C)S(C)(=O)=O,-2.8

# Following part
SMILES,ROS inducer
CCCn1nnc(NC(=O)COc2ccc(Cl)cc2C)n1,-2.2
C[C@H](CO)N1C[C@H](C)[C@@H](CN(C)Cc2ccncc2)Oc2c(NC(=O)CCCCCC(=O)Nc3ccccc3N)cccc2C1=O,5.1
N=c1c(C(=O)NC2CCCCC2)cc2c(=O)n3ccccc3nc2n1Cc1cccnc1,28.7
O=C(CSCc1cc(=O)[nH][nH]1)Nc1ccc(F)cc1,-4.9
Cc1noc(C)c1S(=O)(=O)Nc1ccc2c(c1)C(=O)N([C@@H](C)CO)C[C@@H](C)[C@@H](CN(C)Cc1ccc(Cl)c(Cl)c1)O2,33.3
Cc1nnc(SCc2cc(=O)[nH]c(Nc3nc(C)c4cccc(C)c4n3)n2)s1,-0.9
COc1cc(/C(C)=C/C(C)=C\C(=O)O)oc(=O)c1C,-1.0
COc1ccc(/C=C\C(=O)Nc2c3c(nn2-c2cccc(Cl)c2)CSC3)cc1OC,3.6
C[C@H]1CN([C@@H](C)CO)C(=O)c2cc(NC(=O)Nc3ccc(C(F)(F)F)cc3)ccc2O[C@H]1CN(C)S(=O)(=O)c1ccc(F)cc1,-2.8
S=C1NN(c2ccccc2)C2=C(CCC2)S1,-0.6
CC(C)COC(=O)N(C)C[C@H]1OCc2cnnn2CCCC(=O)N([C@H](C)CO)C[C@H]1C,2.4
Cc1noc(C)c1NC(=O)Nc1ccc2c(c1)CC(=O)N([C@H](C)CO)C[C@H](C)[C@H](CN(C)C(=O)NC(C)C)O2,-5.8
COc1ccc(C#Cc2ccc3c(c2)[C@]2(C(=O)N3)[C@H](c3ccccc3OCCO)N3[C@H](c4ccccc4)[C@H](c4ccccc4)OC(=O)[C@H]3[C@@H]2C(=O)NC[C@H](O)c2ccccc2)cc1,28.4
CNC[C@@H]1Oc2ccc(NC(=O)NC(C)C)cc2CC(=O)N([C@H](C)CO)C[C@@H]1C,127.3*
Cc1c(C#N)c(Sc2ccccc2NC(=O)c2ccccc2)nc2ccccc12,19.6

# Ordered by SMILES length (lowest first): part of the list above
SMILES,ROS inducer
C[C@H]1CN([C@@H](C)CO)C(=O)Cc2cc(NS(C)(=O)=O)ccc2O[C@H]1CN(C)Cc1ccc(-c2ccccc2)cc1,70.4
COc1ccc(S(=O)(=O)N(C)C[C@@H]2Oc3ccc(NC(=O)Nc4c(C)noc4C)cc3C(=O)N([C@@H](C)CO)C[C@H]2C)cc1,-7.5
C[C@@H]1CN([C@@H](C)CO)C(=O)c2cccc(NC(=O)Nc3ccc4c(c3)OCO4)c2O[C@@H]1CN(C)Cc1ccc(-c2ccccc2)cc1,20.4

# The list continues:
SMILES,ROS inducer
C[C@H](CO)N1C[C@H](C)[C@H](CN(C)S(=O)(=O)c2ccc(F)cc2)Oc2ccc(NC(=O)Nc3ccc(C(F)(F)F)cc3)cc2CC1=O,85.2*
Cc1cc(Sc2nnc(/N=C/N(C)C)s2)c2ccccc2n1,192.3*
C[C@@H]1CN([C@H](C)CO)C(=O)c2cc(NC(=O)Cc3ccccc3)ccc2O[C@H]1CN(C)C(=O)Nc1ccccc1,-4.0
COc1ccc(Cl)cc1C(=O)Nc1ccc(NC(=O)c2ccco2)cc1,1.7
Cc1sc2nc3n(c(=O)c2c1C)N=C(c1ccc(F)cc1)CS3,14.6
COCCOC(=O)N1C(=O)[C@@]2(c3ccccc31)[C@H](C(=O)N1CCc3cc(OC)c(OC)cc3C1)[C@H]1C(=O)O[C@H](c3ccccc3)[C@H](c3ccccc3)N1[C@@H]2c1ccc(O)cc1,185.0*
C[C@@H]1CN([C@H](C)CO)C(=O)c2cc(NC(=O)CCN3CCOCC3)ccc2O[C@H]1CN(C)S(=O)(=O)c1ccc(F)cc1,6.5
C[C@@H]1CN([C@@H](C)CO)C(=O)c2cc(NC(=O)C3CC3)ccc2O[C@H]1CN(C)Cc1ccccc1,?
C[C@H]1CN([C@@H](C)CO)C(=O)c2cccc(NC(=O)Nc3ccc(C(F)(F)F)cc3)c2O[C@H]1CN(C)Cc1ccc(C(F)(F)F)cc1,2.0
C[C@H](CO)N1C[C@H](C)[C@@H](CN(C)C(=O)Nc2ccc(C(F)(F)F)cc2)Oc2ccc(NS(C)(=O)=O)cc2C1=O,-5.6
COCC(C)NS(=O)(=O)c1ccc(NC(C)=O)cc1 (stereo not drawn),-13.7
C[C@H](CO)N1C[C@H](C)[C@@H](CN(C)Cc2ccncc2)Oc2ccc(NC(=O)Nc3ccccc3)cc2C1=O,2.3
CC(C)c1ccccc1OCC(=O)Nc1ccccc1C(N)=O,1.0
CC1(C)S[C@@H]2[C@H](NC(=O)[C@H](N)c3ccc(O)cc3)C(=O)N2[C@H]1C(=O)O,-5.6
COc1cc2c(cc1NC(=O)COC(C)=O)oc1ccccc12,0.9
CC(C)NC(=O)N(C)C[C@H]1Oc2ccc(NC(=O)Nc3ccccc3)cc2CC(=O)N([C@@H](C)CO)C[C@@H]1C,-20.4
c1coc(CCC2NCCn3cccc32)c1 (stereo not drawn),-1.0
O=C(O)CN1CCN(Cc2ccccc2)C1=O,-1.6
COc1cc2ccc(=O)oc2c(O)c1O,4.3
C[C@H]1CN([C@@H](C)CO)C(=O)c2cccc(NS(=O)(=O)c3cccs3)c2O[C@H]1CN(C)Cc1ccncc1,41.0
CCOC(=O)c1ccccc1NC(=O)c1cc(Cl)ccc1NC(=O)c1ccc(OC)cc1,-2.2
C[C@@H]1CN([C@H](C)CO)C(=O)Cc2cc(NC(=O)CCC(F)(F)F)ccc2O[C@H]1CN(C)C(=O)Nc1ccc(C(F)(F)F)cc1,2.1
CNC[C@H]1Oc2c(NS(=O)(=O)c3ccccc3)cccc2C(=O)N([C@H](C)CO)C[C@H]1C,3.8
C[C@H](CO)N1C[C@H](C)[C@@H](CN(C)C(=O)CCC(F)(F)F)OCc2cn(nn2)CCCC1=O,25.8
C[N+]1(CC(=O)OCCCc2ccccc2)CCOCC1,-6.6
C[C@H](CO)N1C[C@H](C)[C@H](CN(C)S(C)(=O)=O)Oc2c(NS(=O)(=O)c3ccc(Cl)cc3)cccc2C1=O,-0.8
N#CC(CC(=O)c1ccccc1)c1ccccc1 (stereo not drawn),-17.0
C[C@H]1CN([C@@H](C)CO)C(=O)Cc2cc(NC(=O)Nc3ccccc3)ccc2O[C@H]1CN(C)CC1CCCCC1,20.4
O[C@]12CO[C@H](c3ccc4c(c3)OCO4)[C@H]1CO[C@@H]2c1ccc2c(c1)OCO2,-4.4
COC(=O)CNC(=O)c1cn(-c2ccccc2)nc1-c1cccs1,-5.5

# Grouped by structure, the entries above containing an NH in an aromatic ring.
SMILES,ROS inducer
CCOC(=O)c1nc(C)nc(Sc2n[nH]c(-c3cc(C(F)(F)F)cc(C(F)(F)F)c3)n2)c1C,17.7
Cc1ccc(S(=O)(=O)c2[nH]nc3ccc(Cl)cc23)cc1,3.5
O=C(CSCc1cc(=O)[nH][nH]1)Nc1ccc(F)cc1,-4.9
Cc1nnc(SCc2cc(=O)[nH]c(Nc3nc(C)c4cccc(C)c4n3)n2)s1,-0.9

# (list continues)
SMILES,ROS inducer
CC(C)(C)Nc1cccccc1=NCc1ccccc1,13.3
C[C@@H]1CN([C@H](C)CO)C(=O)Cc2cc(NC(=O)Nc3ccc(C(F)(F)F)cc3)ccc2O[C@H]1CN(C)Cc1ccc(Oc2ccccc2)cc1,7.2
C[C@H](CO)N1C[C@H](C)[C@H](CN(C)Cc2ccc(C(F)(F)F)cc2)Oc2ccc(NS(C)(=O)=O)cc2CC1=O,-3.0
Cc1ccc(NC(=O)C(=O)NCCc2c[nH]c3ccccc23)cc1Cl,36.3
